OXTR agonist – human OXTR agonists, primary screen, fluorescence, CHO-OTR cells, Fluo-8 calcium; Oxytocin receptor (Homo sapiens), P30559; Fluo-8 calcium fluorescence; normalized: DMSO 0%, oxytocin 100%; actives 0.32% (n = 320,000); activation, % at 3 µM; AID 2435, 2010;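 active = activation above the mean of all tested compounds plus 3 SD, cutoff set per screening run, cut at about 20% in these data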;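 also: peak over basal fluorescence ratio from a 100 s FLIPR kinetic read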
An asterisk follows results filed as active; & = joins results of further samples. This is a subset. The share of hits here may be higher or lower than overall.

SMILES | OXTR agonist
COc1ccc([C@@H](O)[C@@H](N)c2ccccc2)cc1 | 1.2
CCOC(=O)c1ccccc1C(=O)OCC | 2.4
COCCNC(=O)N1[C@H]2CC[C@@H]1C(C(=O)OC)=C(c1cccc(C#N)c1)C2 | 0.9
CCCCCCCCc1ccc(O)cc1 | -0.2
CN1CC[C@]23c4c5ccc(OC6OC(C(=O)O)[C@@H](O)C(O)[C@H]6O)c4OC2C(O)C=CC3[C@H]1C5 (stereo partly drawn) | 0.5
CCCCNC(C)Cc1ccccc1 (stereo not drawn) | 0.9
COC(=O)C1=C(c2ccc(OC)c(OC)c2)C[C@@H]2CC[C@H]1N2C(=O)NCc1ccc(F)cc1 | -0.2
CC[C@H]1CN2CCC1C[C@H]2[C@H](O)c1ccnc2ccc(OC)cc12 (stereo partly drawn) | 0.1
N#Cc1ccc(NC(=O)CN2C(=O)NC3(CCCCCCC3)C2=O)cc1Cl | -1.2
COC(=O)C1=C(c2ccc(OC)c(OC)c2)C[C@@H]2CC[C@H]1N2C(=O)N1CCC(O)CC1 | 0.7
CCC1(c2ccccc2)C(=O)NC(=O)NC1=O | 1.0
O=C/C=C/c1ccccc1 | 0.4
CC1CCN(C(=O)COC(=O)c2cn(C)c3ccccc23)CC1 | -0.7
COC(=O)C1=C(c2cccc(OCc3ccccc3)c2)C[C@@H]2CC[C@H]1N2C(=O)NCc1ccc(Br)cc1 | 0.5
CCN(C(=O)COC(=O)c1cc(C)n(C2CC2)c1C)c1ccccc1 | 0.1
CN(C)C(=O)Oc1cc(OC(=O)N(C)C)cc(C(O)CNC(C)(C)C)c1 (stereo not drawn) | 1.0&0.3
Cc1cccc(NC(=O)CN2CCN(C(=O)COc3cccc(Br)c3)CC2)c1C | 0.3
C/C=C/c1ccc2c(c1)OCO2 | 0.4
CCOC(C[n+]1c(-c2ccccc2)cc(C)cc1-c1ccccc1)OCC | -0.2
COC(=O)C1=C(c2cccc(OCc3ccccc3)c2)C[C@@H]2CC[C@H]1N2C(=O)NCc1ccc(F)cc1 | 2.1
CN(C)[C@@H]1C(=O)C(C(N)=O)=C(O)[C@@]2(O)C(=O)C3=C(O)c4c(O)cccc4[C@@](C)(O)C3[C@H](O)C12 (stereo partly drawn) | 0.4&4.0
COC(=O)C1=C(c2cccc(C#N)c2)C[C@@H]2CC[C@H]1N2C(=O)NCCNC(C)=O | 0.4
COC(=O)C1=C(c2ccc(-c3ccccc3)c(F)c2)C[C@@H]2CC[C@H]1N2C(=O)N1CCC(C)CC1 | 0.5
C[C@@H]1O[C@@H](O[C@@H]2C=C3CC[C@@H]4C(CC[C@]5(C)[C@@H](c6ccc(=O)oc6)CC[C@]45O)[C@@]3(C)CC2)[C@H](O)[C@H](O)[C@H]1O (stereo partly drawn) | 0.9
Oc1ccccc1-[n+]1c(-c2ccccc2)cc(-c2ccccc2)c(O)c1-c1ccccc1 | -0.1
OC(CN1CCOCC1)c1csc2ccccc12 (stereo not drawn) | 1.2
C[C@]12CC[C@H](O)CC1=CCC1C2CC[C@]2(C)C(=O)[C@H](Br)CC12 (stereo partly drawn) | 5.8
O=NN1CCCCC1 | 0.5
CCC1(CC)C(=O)C=CNC1=O | 0.5
Brc1ccc(Oc2ccc(Br)cc2Br)c(Br)c1 | -0.7
CC1OC(C[N+](C)(C)C)CC1O (stereo not drawn) | 1.0
COC(=O)C1=C(c2ccc(-c3ccccc3)c(F)c2)C[C@@H]2CC[C@H]1N2C(=O)NCc1ccc(F)cc1 | 1.3
CCCNC(=O)N1[C@H]2CC[C@@H]1C(C(=O)OC)=C(c1c(C)noc1C)C2 | 1.3
C[C@]12CC[C@H](OC(=O)CCC(=O)O)CC1=CCC1C2CC[C@@]2(C)C1CC[C@@H]2OC(=O)CCC(=O)O (stereo partly drawn) | 0.9
Nc1ncc([N+](=O)[O-])s1 | 11.3
COc1ccc(SCC2CN(C)CCC2c2ccc(F)cc2)cc1 (stereo not drawn) | 8.2
COC1=CC=C2[C@H]3Cc4ccc(OC)c5c4[C@@]2(CCN3C)C1O5 (stereo partly drawn) | 2.0
COC(=O)C1=C(c2ccc(F)cc2OCc2ccccc2)C[C@@H]2CC[C@H]1N2C(=O)NCCCOC(C)C | -1.8
CN1CC[C@]23c4c5ccc(O)c4OC2C(O)C=CC3[C@H]1C5 (stereo partly drawn) | 2.3
CCCCCC[N+](=O)[O-] | 0.8
N#CCCCCC#N | 1.0
C[C@]12CCC(=O)C=C1CCC1C2CC[C@@]2(C)C1CC[C@@H]2O (stereo partly drawn) | 0.3
CCC(C)(C)c1ccc(O)cc1 | -0.7
CC(c1ccccc1)[n+]1ccccc1 (stereo not drawn) | 1.7
COCCO[C@H]1CCC2C3CC=C4C[C@@H](O)CC[C@]4(C)C3CC[C@@]21C (stereo partly drawn) | -0.1
Cn1cc(C(=O)OCC(=O)NC2(C#N)CCCC2)c2ccccc21 | 1.7
C=CC(=O)NCNC(=O)C=C | 0.1
COC(=O)C1=C(c2ccc(Cl)c(C(F)(F)F)c2)C[C@@H]2CC[C@H]1N2C(=O)NCCNC(C)=O | 0.0
COC1=C[C@@H]2C3=C([C@@H]2C1=O)[C@@H](NC(C)=O)CCc1cc(OC)c(OC)c(OC)c13 | -0.2
COc1ccc2c(c1OC)C(=O)O[C@@H]2[C@H]1c2cc3c(cc2CCN1C)OCO3 | 0.6
COC(=O)C1=C(c2ccc(S(C)(=O)=O)cc2)C[C@@H]2CC[C@H]1N2C | 0.4
COC(=O)C1=C(c2cccc(OCc3ccccc3)c2)C[C@@H]2CC[C@H]1N2C(=O)NCc1cccc(C(F)(F)F)c1 | 1.7
CC(=O)[C@H]1CCC2C3CC[C@H]4C[C@@H](O)CC[C@]4(C)C3CC[C@@]21C (stereo partly drawn) | 0.2
Cc1cc(C(=O)OCC(=O)Nc2cccc(F)c2)c(C)n1C1CC1 | 0.4
COC(=O)C1=C(c2ccc3ccccc3c2)C[C@@H]2CC[C@H]1N2C(=O)N1CCC(C)CC1 | -1.1
NC(Cc1cc(O)c(O)cc1O)C(=O)O (stereo not drawn) | 0.0
COC(=O)C1=C(c2ccc(OC)c(OC)c2)C[C@@H]2CC[C@H]1N2C(=O)N1CCCC1 | 1.7
COC(=O)C1=C(c2ccc(F)cc2OCc2ccccc2)C[C@@H]2CC[C@H]1N2C(=O)NCc1ccc(OC)c(OC)c1 | -1.2
COC(=O)C1=C(c2ccc(F)cc2OCc2ccccc2)C[C@@H]2CC[C@H]1N2C(=O)NCc1ccccc1C(F)(F)F | 1.5
C=C[C@@H]1C2=CCOC(=O)C2=CO[C@H]1O[C@@H]1O[C@H](CO)[C@@H](O)[C@H](O)[C@H]1O | 1.1

Retrieved by structure from above (6):
SMILES | OXTR agonist
Cc1cc(C(=O)OCC(=O)Nc2cccc(F)c2)c(C)n1C1CC1 | 0.4
N#CCCCCC#N | 1.0
COC(=O)C1=C(c2ccc(OC)c(OC)c2)C[C@@H]2CC[C@H]1N2C(=O)N1CCCC1 | 1.7
COC(=O)C1=C(c2ccc(F)cc2OCc2ccccc2)C[C@@H]2CC[C@H]1N2C(=O)NCc1ccc(OC)c(OC)c1 | -1.2
COc1ccc2c(c1OC)C(=O)O[C@@H]2[C@H]1c2cc3c(cc2CCN1C)OCO3 | 0.6
Cn1cc(C(=O)OCC(=O)NC2(C#N)CCCC2)c2ccccc21 | 1.7

The list goes on:
SMILES | OXTR agonist
COC1=CC2C3Cc4ccc(OC)c(O)c4C2(CCN3C)CC1=O (stereo not drawn) | 2.4
CCCOC(=O)c1ccc(-[n+]2c(-c3ccccc3)cc(-c3ccccc3)cc2-c2ccccc2)cc1 | 0.9
COC(=O)C1=C(c2ccc(F)cc2F)C[C@@H]2CC[C@H]1N2C(=O)N1CCCCC1 | -0.9
N[C@@H](Cc1ccc(N(CCCl)CCCl)cc1)C(=O)O | 1.6
NCCc1c(Cc2ccccc2)[nH]c2ccccc12 | -1.4
COC(=O)C1=C(c2ccc(OC)c(OC)c2)C[C@@H]2CC[C@H]1N2C(=O)NC1Cc2ccccc2C1 | -2.3
C[C@]12CC[C@H](O)C[C@H]1CC[C@@H]1C2CC[C@]2(C)[C@@H](C3=CC(=O)OC3)[C@@H](O)C[C@]12O (stereo partly drawn) | 0.1
COC(=O)C1=C(c2ccc(F)cc2OCc2ccccc2)C[C@@H]2CC[C@H]1N2C(=O)N1CCC(O)(c2ccc(Cl)cc2)CC1 | 4.7
CN(C(=O)COC(=O)c1cn(C)c2ccccc12)C1CCCCC1 | -0.2
CCC(=O)OC(Cc1ccccc1)(c1ccccc1)[C@H](C)CN(C)C (stereo partly drawn) | 1.5
C[C@]12CCC3C(C1CCC2=O)[C@H](O)C[C@H]1C[C@@H](O)CC[C@]31C (stereo partly drawn) | 1.2
Cc1cnc(-n2c(=S)[nH]c3ccccc3c2=O)s1 | 2.0
Cc1cc(-c2ccccc2)cc(-c2ccccc2)[n+]1CCc1ccccc1 | 0.1
CCCNC(=O)N1[C@H]2CC[C@@H]1C(C(=O)OC)=C(c1cccc(C#N)c1)C2 | 1.0
O=c1ccc2cc3ccoc3c(O)c2o1 | -0.2
C#CCN[C@H](C)Cc1ccccc1 | -0.4
COC(=O)C1=C(c2ccc(-c3ccccc3)c(F)c2)C[C@@H]2CC[C@H]1N2C(=O)NCCNC(C)=O | 2.0
CC1=C2[C@H]3OC(=O)[C@@H](C)[C@@H]3CC[C@@]2(C)C=CC1=O | 1.4
Cc1ccccc1[N+](=O)[O-] | 1.5
O=C(COC(=O)Cc1ccccc1)Nc1cc(S(=O)(=O)N2CCCCC2)ccc1Cl | -1.5
Oc1ccc(-[n+]2c(-c3ccccc3)cc(-c3ccccc3)cc2-c2ccccc2)cc1 | -1.0
CCC/C=N/O | 1.6
CCOC(=O)C1(c2ccccc2)CCN(CCC(=O)Nc2ccc(F)cc2)CC1 | 5.7
Oc1ccc2c3c1OC1[C@H](O)CC[C@@]4(O)[C@@H](C2)N(CC2CC2)CC[C@]314 (stereo partly drawn) | 0.9&0.3
CC(C)CC(=O)Nc1ccc(S(=O)(=O)N2CC3CC(C2)c2cccc(=O)n2C3)cc1 (stereo not drawn) | -0.7
CC(=O)O[C@@H]1CC[C@]2(C)C3CC[C@@]4(C)C(C[C@@H](O)[C@@H]4O)C3[C@@H](OC(C)=O)C[C@H]2C1 (stereo partly drawn) | 0.6
COC(=O)C1=C(c2ccc(OC(F)(F)F)cc2)C[C@@H]2CC[C@H]1N2C(=O)NCCNC(C)=O | 1.1
COc1ccc(C(=O)OC2C[C@H]3CC[C@H](C2)N3C)cc1OC (stereo partly drawn) | -0.1
CN(C)[C@@H]1C(=O)C(C(N)=O)=C(O)[C@@]2(O)C(=O)C3=C(O)c4c(O)cccc4[C@@](C)(O)C3C[C@@H]12 (stereo partly drawn) | -0.3
C[n+]1ccc(-c2cc[n+](C)cc2)cc1 | -0.1
Cc1ccc2c(c1N)C(=O)c1ccccc1C2=O | 6.3
COC(=O)C1=C(c2ccc(OCc3ccccc3)cc2)C[C@@H]2CC[C@H]1N2C(=O)NCc1cccc(C(F)(F)F)c1 | 1.8
O=C([O-])c1ccc(-[n+]2c(-c3ccccc3)cc(-c3ccccc3)cc2-c2ccccc2)cc1 | 0.5
COC(=O)C1=C(c2ccc(F)cc2F)C[C@@H]2CC[C@H]1N2C(=O)NCCCOC(C)C | 0.1
COC(=O)C1=C(c2ccc3ccccc3c2)C[C@@H]2CC[C@H]1N2C(=O)NC1CC1 | -0.2
COC(=O)C1=C(c2ccc(C(C)=O)cc2)C[C@@H]2CC[C@H]1N2C | 1.1
NCCc1c[nH]c2ccc(O)cc12 | 0.7
O=C1C2(Cl)C3(Cl)C4(Cl)C(Cl)(Cl)C5(Cl)C3(Cl)C1(Cl)C5(Cl)C24Cl (stereo not drawn) | 2.5
COC(=O)C1=C(c2ccc(OC)c(OC)c2)C[C@@H]2CC[C@H]1N2C(=O)NC1CCCCC1 | -0.9
CC(=O)N[C@@H]1CC[C@@]2(O)[C@H]3Cc4ccc(O)c5c4[C@@]2(CCN3CC2CC2)[C@@H]1O5 | 0.1
O=C(CCC(=O)N1C[C@H]2C[C@@H](C1)c1cccc(=O)n1C2)NCc1ccccc1C(F)(F)F | -0.1
O=C(O)C(Br)CBr (stereo not drawn) | 0.4
COC(=O)C1=C(c2ccc(F)cc2OCc2ccccc2)C[C@@H]2CC[C@H]1N2C(=O)NCc1ccc(Cl)cc1 | 1.8
COC(=O)C1=C(c2ccc(F)cc2F)C[C@@H]2CC[C@H]1N2C(=O)NCc1ccc2c(c1)OCO2 | -1.4
COC(=O)C1=C(c2ccc(OC(F)(F)F)cc2)C[C@@H]2CC[C@H]1N2C(=O)NCc1ccc(F)cc1 | -0.7
CCc1nccc2c1[nH]c1ccccc12 | 1.6
N#CC1=C(N)Oc2c(c(=O)oc3ccccc23)C1c1ccc(OC(=O)N2CCOCC2)cc1 (stereo not drawn) | 1.1
CC(C)CC(N(C)C)C1(c2ccc(Cl)cc2)CCC1 (stereo not drawn) | -1.2&-1.7
COC(=O)C1=C(c2ccccc2OCc2ccccc2)C[C@@H]2CC[C@H]1N2C(=O)NCc1ccc([N+](=O)[O-])cc1 | 0.8
CC(=O)OC1=CC[C@H]2[C@@H]3CC[C@H]4C[C@H](OC(C)=O)[C@@H](OC(C)=O)C[C@]4(C)[C@H]3CC[C@]12C | -0.9
COC(=O)C1=C(c2ccccc2OCc2ccccc2)C[C@@H]2CC[C@H]1N2C(=O)NCc1ccc(OC)cc1 | 0.1
CCN(CC)CCO | 0.8
C[C@]12CCC3C(CC[C@H]4C[C@@H](O)[C@H](O)C[C@]34C)C1CC[C@@H]2O (stereo partly drawn) | 3.8
Cc1[nH]c2ccc(O)cc2c1CCN | -0.4
COc1cc(-c2ccc(N)c(OC)c2)ccc1N | -0.6
COc1cc2nc(CN3CC=C(c4ccccc4)CC3)[nH]c(=O)c2cc1OC | 1.8
